# Sm TGR block – qHTS Assay for the Inhibitors of Schistosoma Mansoni Peroxiredoxins; Schistosoma mansoni thioredoxin glutathione reductase (TGR), Q962Y6; purified TGR, DTNB reduction, TNB absorbance 405 nm; Potency, µM (highest dose often 114 µM), for the others: at the top dose activity change, negative = inhibition, most hits filed as inhibitors; hit rate 3% among 360,000; AID 485364, 2010; note: potency is the fitted concentration of half-maximal effect; nearly all actives have a fitted effect of over 60% in size
#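 First, TGR (20 nM dispensed) and NADPH were mixed with compound. Second, a 15 min room-temperature incubation followed. Third, further NADPH and then DTNB were added to start the reaction. Finally, TNB absorbance was monitored kinetically.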
# HCV inhibitor – qHTS Assay for Inhibitors of Hepatitis C Virus (HCV); Huh7.5.1 HCVcc-Cre infection, luciferase reporter, 44 h; Potency, µM (highest dose often 41.8 µM), for the others: at the highest dose activity change, negative = inhibition, usual class: inhibitors; hit rate 3.4% among 340,000; note: potency is the fitted concentration of half-maximal effect
#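 After 44 h co-culture of compound, cells and HCVcc-Cre (~0.5 moi), substrate is added for 15 min at room temperature and luciferase measured over 15 sec. Cells were seeded at 1,000/well and pre-cultured 4 h.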
# AmpC no deterg – qHTS Inhibitors of AmpC Beta-Lactamase (assay without detergent); P00811; AmpC nitrocefin hydrolysis, absorbance 480 nm, 0.0001% Triton; Potency, µM (titrated, usually from 57.1 µM), without a hit: top-dose activity change, negative = inhibition, actives largely listed as inhibitors; hit rate 0.52% among 330,000; AID 485341, 2010;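 note: potency is the fitted concentration of half-maximal effect; plate controls were no compound for no effect and no enzyme for full effect; nearly all actives have a fitted effect of over 20% in size; some results filed as inactive show a strong effect at the top dose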
# Target sequence (P00811 whole entry, looked up): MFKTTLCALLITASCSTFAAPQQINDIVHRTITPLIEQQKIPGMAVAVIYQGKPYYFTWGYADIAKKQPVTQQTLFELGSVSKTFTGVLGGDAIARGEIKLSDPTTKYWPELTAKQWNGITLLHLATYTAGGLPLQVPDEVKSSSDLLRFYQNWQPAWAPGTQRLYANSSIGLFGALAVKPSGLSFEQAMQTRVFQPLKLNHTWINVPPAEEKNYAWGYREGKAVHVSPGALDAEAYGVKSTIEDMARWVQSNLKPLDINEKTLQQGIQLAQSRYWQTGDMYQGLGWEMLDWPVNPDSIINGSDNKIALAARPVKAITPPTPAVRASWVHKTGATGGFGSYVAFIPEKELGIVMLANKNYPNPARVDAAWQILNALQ
#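 20 mM phosphate pH 7.0 + 0.01% (detergent screen) or 0.0001% Triton X-100; 5.3 nM AmpC reagent; cpd preinc 15 min RT; nitrocefin (800 uM stock) to start; A480 q20 s × 4 min; Activity was normalised to no-enzyme and no-compound control wells.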
# AmpC detergent – qHTS Inhibitors of AmpC Beta-Lactamase (assay with detergent); AmpC hydrolysis of nitrocefin, absorbance 480 nm, 0.01% Triton; hit rate 0.041% among 370,000; Potency, µM (highest dose often 114 µM), without a hit: at the top dose activity change, negative = inhibition, actives largely listed as inhibitors; P00811;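 note: potency is the fitted concentration of half-maximal effect; 0% = no-compound wells and -100% = no-enzyme wells; nearly all actives have a fitted effect of over 25% in size; some results filed as inactive show a strong effect at the top dose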
#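 20 mM phosphate pH 7.0 + 0.01% (detergent screen) or 0.0001% Triton X-100; 5.3 nM AmpC reagent; cpd preinc 15 min RT; nitrocefin (800 uM stock) to start; A480 q20 s × 4 min; Activity was normalised to no-enzyme and no-compound control wells.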
# FBPA Giardia inh – qHTS Assay for Inhibitors of Fructose-1,6-bisphosphate Aldolase from Giardia Lamblia; A8B2U2; hit rate 0.71% among 290,000; purified Giardia FBPA; Potency, µM (titrated, usually from 59.6 µM), inactives show top-dose activity, negative = inhibition, hits mostly inhibitors; note: potency is the fitted concentration of half-maximal effect; nearly all actives have a fitted effect of over 55% in size
# Target sequence (A8B2U2 whole entry, looked up): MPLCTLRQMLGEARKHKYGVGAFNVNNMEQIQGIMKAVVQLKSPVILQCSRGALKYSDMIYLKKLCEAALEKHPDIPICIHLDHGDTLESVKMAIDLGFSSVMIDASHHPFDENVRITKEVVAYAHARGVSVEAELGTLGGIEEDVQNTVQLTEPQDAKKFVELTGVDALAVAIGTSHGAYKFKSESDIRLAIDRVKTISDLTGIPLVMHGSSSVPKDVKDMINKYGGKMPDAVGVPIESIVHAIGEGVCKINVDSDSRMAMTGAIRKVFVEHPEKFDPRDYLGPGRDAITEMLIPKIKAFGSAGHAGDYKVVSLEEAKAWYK
#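 40 nM FBPA preincubated 10 min at RT with compound (up to 57.5 uM final), then substrate plus GAPDH/TPI/NAD/arsenate coupling and diaphorase/resazurin added. Fluorescence read after 20 min at RT, 525/598 nm.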
# HCMV inh – qHTS Assay for inhibitors of the human cytomegalovirus (HCMV) | activity change, negative = inhibition, % at 57.5 µM | HFF cells, HCMV-luciferase reporter, 72 h; active compounds read low | hit rate 4.5% among 410,000; in the data active = activity change below about -60%; inconclusive = no clear call, values can overlap the other calls; inactive = above about -39%
#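 Human foreskin fibroblasts infected with luciferase-reporter HCMV at MOI 1 PFU/cell, compounds at two doses. Luciferase measured 72 h post infection; normalized to buffer-only basal and Salinomycin (10uM) controls.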
# * hit, by the source's call; ? = inconclusive; / = no result given; & = joins results of further samples; [ ] = dose if it differs, or a comment. Unless noted, calls come from the whole dose curve; as a rule, active = well fitted curve in the direction sought with a large enough effect; inconclusive = small, poorly fitted or top-dose-only effect, or another doubt; inactive = no such curve, though single readings can be large; an effect the other way counts as inactive or inconclusive. Unless noted, % is set by controls: 0 for no effect and ±100 for the full control effect. The order is random (roughly 9.9% active in at least one column).
# A first look:
nr	molecule	Sm TGR block	HCV inhibitor	AmpC no deterg
1	COC(=O)c1ccc(COc2ccc(C)cc2[N+](=O)[O-])o1	14%	-6%	-3%
2	CCn1cc(C2C3=C(CC(C)(C)CC3=O)N(c3ccccc3)C3=C2C(=O)CC(C)(C)C3)c(C)n1	2%	-7%	-9%
3	CCOc1ccc2[nH]c(C(=O)N/N=C/c3ccc(OC)cc3)cc2c1	2%	?	-32%

nr	AmpC detergent	FBPA Giardia inh	HCMV inh
1	-10%	-7%	25
2	-7%	-2%	-25
3	2%	2%	-35

# Results (from the top)
nr	molecule	Sm TGR block	HCV inhibitor	AmpC no deterg
1	COC(=O)c1ccc(COc2ccc(C)cc2[N+](=O)[O-])o1	14%	-6%	-3%
2	CCn1cc(C2C3=C(CC(C)(C)CC3=O)N(c3ccccc3)C3=C2C(=O)CC(C)(C)C3)c(C)n1	2%	-7%	-9%
3	CCOc1ccc2[nH]c(C(=O)N/N=C/c3ccc(OC)cc3)cc2c1	2%	?	-32%
4	Cc1ccc(NC(=O)CCn2c(=O)c3cccn3c3ccccc32)cc1C	1%&-7%	?	-37%
5	Cc1cc2c(cc1S(=O)(=O)CCC(=O)NC1CCCCC1C)OCC(=O)N2 (stereo unspecified)	-29%	17%	-2%
6	Cc1ccc(S(=O)(=O)N(C)c2ccc(C(=O)N(C)Cc3nc4ccccc4c(=O)[nH]3)cc2)cc1	0%	-17%	21%
7	Cc1cccc(-c2nc3c4ccccc4nc(NCCc4ccccc4)n3n2)c1	7%	/	/
8	O=C(CCSc1ccccc1)N1CCCC1	8%	0%	0%
9	O=C(/C=C/c1ccccc1)Nc1cccc(C(=O)O)c1	9%	-1%	-15%
10	CCOc1ccc(Nc2nc(NCc3ccco3)nc(N)c2[N+](=O)[O-])cc1	7%	-4%	-14%

nr	AmpC detergent	FBPA Giardia inh	HCMV inh
1	-10%	-7%	25
2	-7%	-2%	-25
3	2%	2%	-35
4	1%&3%	/	-20&33
5	?	16%	-4
6	2%	/	-8
7	10%	/	84
8	-2%	5%	50
9	3%	-2%	49
10	13%	7%	-5

# Pulled by structure from above:
nr	molecule	Sm TGR block	HCV inhibitor	AmpC no deterg
9	O=C(/C=C/c1ccccc1)Nc1cccc(C(=O)O)c1	9%	-1%	-15%
6	Cc1ccc(S(=O)(=O)N(C)c2ccc(C(=O)N(C)Cc3nc4ccccc4c(=O)[nH]3)cc2)cc1	0%	-17%	21%
5	Cc1cc2c(cc1S(=O)(=O)CCC(=O)NC1CCCCC1C)OCC(=O)N2 (stereo unspecified)	-29%	17%	-2%
8	O=C(CCSc1ccccc1)N1CCCC1	8%	0%	0%

nr	AmpC detergent	FBPA Giardia inh	HCMV inh
9	3%	-2%	49
6	2%	/	-8
5	?	16%	-4
8	-2%	5%	50

# The listing continues.
nr	molecule	Sm TGR block	HCV inhibitor	AmpC no deterg
11	CC(=O)OCCOc1nc(NC(C)C)nc(NC(C)C)n1	-3%	15%	-21%
12	COc1ccc(N2CCN(C(=O)CCNS(=O)(=O)c3cccs3)CC2)cc1	0%	-14%	12%
13	CCOC(=O)N1CCC(NC(=O)c2cc(C(=O)Nc3ccc(OCC)cc3)ccc2CO)CC1	-14%	-22%	64%[activator]
14	CC(C)Cn1c(N)c(C(=O)COC(=O)Cc2cccc(C(F)(F)F)c2)c(=O)n(C)c1=O	3%	1%[8.37 µM]	113%[activator]
15	Cc1ccc(CCN2CCN=C2Nc2ccccc2)cc1	-1%	-5%	-10%
16	O=C(NC1CCCCCCC1)c1ccc2c(c1)N(Cc1ccc(F)cc1)C(=O)CS2=O (stereo unspecified)	2%	0%	69%[activator]
17	COc1ccc(C(=O)OCCN2CCOCC2)cc1	8%	-1%	-9%
18	CC(C)CN(C(=O)CN1CCN(c2ccccc2F)CC1)c1c(N)n(CC(C)C)c(=O)[nH]c1=O	-5%	5%	-12%
19	CCN1CCN(C(=O)CN(CCc2ccccc2)S(C)(=O)=O)CC1	-7%	16%	-11%
20	CCOC(=O)c1c(NC(=O)C(C)Sc2c[nH]c3ccccc23)sc2c1CCC2 (stereo unspecified)	-21%	11µM*	-40%

nr	AmpC detergent	FBPA Giardia inh	HCMV inh
11	-15%	4%	37
12	7%	-7%	-34
13	?	5%	-67*
14	2%	/	-14
15	-11%	/	-3
16	-10%	7%	0
17	?	-20%	21
18	0%	1%	27
19	0%	0%	35
20	-12%	-4%	85

# Complete entries, quoted from the list:
# `COc1ccc(N2CCN(C(=O)CCNS(=O)(=O)c3cccs3)CC2)cc1` is listed with Sm TGR block = 0%; HCV inhibitor = -14%; AmpC no deterg = 12%; AmpC detergent = 7%; FBPA Giardia inh = -7%; HCMV inh = -34
# `O=C(NC1CCCCCCC1)c1ccc2c(c1)N(Cc1ccc(F)cc1)C(=O)CS2=O` (stereo unspecified) is listed with Sm TGR block = 2%; HCV inhibitor = 0%; AmpC no deterg = 69%[activator]; AmpC detergent = -10%; FBPA Giardia inh = 7%; HCMV inh = 0

# More structures follow:
nr	molecule	Sm TGR block	HCV inhibitor	AmpC no deterg
21	O=C(OCC(=O)N1CCCCC1)c1cc2ccccc2cc1O	-3%	-2%	-2%
22	O=C(NC1CCCN(Cc2ccc(Cl)cc2)C1)c1cccc(N2CCCC2=O)c1 (stereo unspecified)	-29%	-31%	53%
23	Cc1cn2c(=O)cc(COc3ccc(NC(=O)COc4ccccc4)cc3)nc2s1	-8%	/	/
24	O=C(O)CCc1nn2c3ccccc3n(Cc3ccccc3)c2nc1=O	3%	19%	-8%
25	Cc1cc(C(=O)N2CCCC(C(=O)c3ccc4ccccc4c3)C2)nn1C (stereo unspecified)	-2%	?	116%[activator]
26	COc1ccc(N2CCN(c3ccc(NC(=O)C4CCCCC4)cc3C#N)CC2)cc1	3%	9%&-6%	-16%
27	O=C(NCc1cccc(F)c1)c1noc2c1CCCC2	-1%	6%	-11%
28	Cc1cccc(S(=O)Cc2ccc(C(=O)NC3CCN(Cc4ccccc4)CC3)o2)c1 (stereo unspecified)	1%	?	17%
29	CCc1ccccc1NC(=O)C(CC)Sc1ncnc2c1sc1ccccc12 (stereo unspecified)	2%	/	/
30	Cc1c(C(=O)Nc2ccc(F)cc2)oc2ccc(S(=O)(=O)N3CCCC3)cc12	0%	-11%[8.37 µM]	-23%

nr	AmpC detergent	FBPA Giardia inh	HCMV inh
21	?	-1%	-8
22	3%	/	-6
23	-9%	/	10
24	4%	-2%	-27
25	8%	4%	-21
26	3%	3%	19
27	-9%	7%	-15
28	?	/	?
29	-1%	/	1
30	3%	6%	53

# Next section:
nr	molecule	Sm TGR block	HCV inhibitor	AmpC no deterg
31	CCOC(=O)C1=C(COC(=O)CCc2ccccc2)NC(=O)NC1C (stereo unspecified)	-13%	13%	-16%
32	COc1ccc(/C=C2\SC(=S)N(c3cccnc3)C2=O)cc1	3%	-28%	-20%
33	COc1ccc(C)cc1C(=O)C1CC(C(=O)O)C(C)(C)C1C (stereo unspecified)	2%	-2%	-21%
34	COc1ccc(CNc2oc(Cc3cccc4ccccc34)nc2C#N)cc1	-3%	?	-2%
35	O=C(CCCc1c[nH]c2ccccc12)NCc1ccccc1C(F)(F)F	-5%	-12%	-20%
36	Cc1cc(C(=O)OC(C)C(=O)NC2CCCCC2)c(C)o1 (stereo unspecified)	-14%	?	-16%
37	O=C1N[C@H]2CC=C[C@H]2N(Cc2cccs2)c2ccccc21	/	?	-27%
38	O=C(NCc1cccs1)c1csc2c1CCCCC2	-22%	4%	-30%
39	CSc1ccc(CN(C)C(=O)CNC(=O)c2ccc3c(c2)OCO3)cc1	2%	-4%	-27%
40	NC(=O)c1ccc(NC(=O)CSc2nnc(-c3cccnc3)n2Cc2ccco2)cc1	?	16%	-11%

nr	AmpC detergent	FBPA Giardia inh	HCMV inh
31	-5%	/	59
32	6%	3%	-27
33	-5%	9%	-16
34	?	-8%	4
35	4%	-2%	23
36	-1%	/	11
37	/	/	?
38	-1%	3%	-35
39	-1%	/	-22
40	-12%	-4%	11

# Additional compounds
nr	molecule	Sm TGR block	HCV inhibitor	AmpC no deterg
41	Cc1ccc(C)c(S(=O)(=O)NCCC(=O)N2CCCC(C(N)=O)C2)c1 (stereo unspecified)	-1%	6%	-19%
42	CN1C(=O)N(C)C(=O)C2(Cc3ccccc3N3CCOCC32)C1=O (stereo unspecified)	-2%	12%	-15%
43	CC1CN(C(=O)CCC(=O)NC2CCCCC2)c2ccccc2S1 (stereo unspecified)	14%	-8%	31%
44	CCN(CC)S(=O)(=O)c1ccc(N2CCOCC2)c(NC(=O)COc2ccc(Cl)cc2)c1	4%	10µM*	-22%
45	CN(C(=O)c1ccc(NC(=O)Cc2cccc(NC(=O)C3CCN(C(=O)C4CC4)CC3)c2)cc1)C1CCCC1	?	-4%	138%[activator]
46	CC(C)CCC(=O)N1CCC(N2CCC(C(=O)NCc3ccccn3)CC2)CC1	-34%	-2%	43%
47	COC(=O)/C(C#N)=C1/C=Cc2ccccc2N1	-1%	8%	-11%
48	COC(=O)Nc1ccc(S(=O)(=O)N2CCC(C(=O)N(C)C3CCCCC3)CC2)cc1	6%	?	5%
49	O=C(CCC(=O)N(CC(=O)NC1CCCCC1)Cc1ccccc1)Nc1ccccn1	2%	4%	-11%
50	CCCCOc1ccc(S(=O)(=O)Nc2cc(OC)ccc2OC)cc1	12%	10µM*	/

nr	AmpC detergent	FBPA Giardia inh	HCMV inh
41	1%	/	-83*
42	-14%	-5%	29
43	-12%	-5%	14
44	4%	-3%	?
45	?	/	6
46	?	7%	-40
47	-6%	4%	42
48	?	5%	-28
49	-6%	11%	-10
50	?	6%	?

# Continued.
nr	molecule	Sm TGR block	HCV inhibitor	AmpC no deterg
51	O=C(O)c1ccc(Nc2ccc([N+](=O)[O-])c3nonc23)cc1	?	4%	-14%
52	Cc1cc(C)c(S(C)(=O)=O)c(S(=O)c2ccc(Cl)cc2)n1 (stereo unspecified)	10%	6%	6%
53	COC(=O)c1cc(S(=O)(=O)N2CCOCC2)c(Cl)cc1N1CCOCC1	22%	9%	0%
54	COc1ccc(CCNC(=O)c2ccc3c(c2)N(Cc2ccccc2C)C(=O)c2ccccc2S3)cc1OC	4%	/	/
55	Cc1ccc(Oc2ccccc2/C=C2\SC(=O)N(C)C2=O)cc1	-19%	?	-22%
56	CC(=O)Nc1nnc(CCN2CCCCC2)s1	11%	16%	-8%
57	Cc1cc2oc(C(=O)Nc3cccc(-c4nc5ccccc5o4)c3)c(C)c2cc1C	-2%	/	/
58	COC(=O)c1ccccc1NC(=O)c1ccc2c(Cl)c3c(nc2c1)CCCC3	-1%	/	/

nr	AmpC detergent	FBPA Giardia inh	HCMV inh
51	0%	-6%	-31
52	-12%	9%	-3
53	1%	3%	10
54	3%	/	-79*
55	-1%	0%	-17
56	-2%	1%	-11
57	20%	/	54
58	-9%	/	2

# Assay outcomes as filed in PubChem.
